# EBV LMP1 NFkB – EBV LMP1-driven NF-kappaB luciferase reporter inhibitors, primary screen, cell-based, luminescence, single point; LMP1-induced NF-kappaB luciferase reporter cells; inhibition, % at 12.5 µM; 350,000 tested, 0.69% active; AID 504558, 2011; in the data active means inhibition above about 41%;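 further: 0% = neutral control wells and 100% = reference inhibitor control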
# KKLEB cytotox – cytotoxicity in KKLEB CF airway cells, primary screen, cytotoxicity control for CF NF-kB inhibitor project, cell-based, uHTS, fluorescence assay plates; KKLEB CF airway cells viability, ATPlite luminescence, overnight; stronger effect = lower value; cells stimulated with P. aeruginosa culture filtrate; activity change (cytotoxicity), % at 5 µM; 360,000 tested, 0.36% active; AID 602141, 2011;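 active means corrected activity change at or below -50% at 5 µM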
# NR2F2 inh – NR2F2 transcriptional activity inhibitors, primary screen, cell-based, luciferase reporter, HEK293T, luminescence; HEK293T NGFI-A luciferase reporter; inhibition, % at 8.6 µM; 370,000 tested, 0.7% active;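 active means inhibition above a per-plate cutoff, mean inhibition of test wells between control levels plus 3 SD, cut at about 38% in these data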;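 further: cells cotransfected with COUP-TFII expression vector driving the NGFI-A reporter; 0% = median of COUP-TF2 test wells and 100% = reporter-only cells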
# SRC1 inh – SRC1 coactivator transcriptional activity inhibitors, primary screen, cell-based, luminescence | 360,000 tested, 0.12% active | HEK293 GAL4-SRC1 luciferase reporter | Nuclear receptor coactivator 1 (Homo sapiens), Q15788 | inhibition, % at 3.6 µM;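 active means inhibition above the campaign mean plus 3 SD, with each screening campaign given its own cutoff, cut at about 60% in these data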;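 further: 0% = DMSO treated cells and 100% = gossypol at 36 µM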
# TRAIL sens C8 – viability loss with TRAIL in NB7+C8 cells, primary screen, TRAIL sensitizer project, cell-based, ATPlite luminescence; inhibition (viability loss, TRAIL sensitization), % at 10 µM; 360,000 tested, 1% active;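 active means compounds causing at least 50% loss of cell viability in the single-dose screen, relative to plate controls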
# CF NFkB block – inhibitors of PAF-induced NF-kB signaling, primary screen, cell-based, GFP fluorescence, uHTS. KKLEB NF-kB-GFP reporter, GFP fluorescence overnight. inhibition, % at 5 µM. 360,000 tested, 0.86% active. AID 588850, 2011;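 active means at least 50% inhibition at 5 µM, scaled per plate between neutral and stimulator controls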;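 further: PAF is a Pseudomonas aeruginosa culture filtrate used as stimulus; plate controls were PAF-stimulated DMSO wells for no effect and unstimulated DMSO wells for full effect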
# TROY NFkB inh – inhibitors of TROY-driven NF-kB signaling, primary screen, Q293 LMP1-TROYcd cells, NF-kB luciferase, uHTS; inhibition, % at 10 µM; 360,000 tested, 0.98% active; Q293 LMP1-TROYcd NF-kB luciferase reporter, 4 h;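 active means compounds whose plate-normalised and pattern-corrected inhibition of the luciferase reporter signal at the single screening dose is 50% or more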
# SRC3 inh – SRC3 coactivator transcriptional activity inhibitors, primary screen, cell-based, luminescence. AID 588352, 2011. inhibition, % at 3.6 µM. 360,000 tested, 0.17% active. HEK293 GAL4-SRC3 luciferase reporter. Nuclear receptor coactivator 3 (Homo sapiens), Q9Y6Q9;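 active means inhibition above a per-campaign cutoff, the mean of all compounds plus 3 SD, cut at about 60% in these data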;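 further: 0% = DMSO-treated cells and 100% = gossypol-treated cells at 36 µM; higher means less SRC3-driven luciferase light from the GAL4 reporter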
# SRC2 inh – inhibition of GAL4-SRC2 driven luciferase reporter, primary screen, SRC2 inhibitor project, cell-based, luminescence | HEK293 GAL4-SRC2 luciferase reporter | 370,000 tested, 0.17% active | inhibition, % at 9 µM;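 active means inhibition above the mean inhibition of all tested compounds plus 3 SD, set per campaign, cut at about 52% in these data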;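 further: 0% = DMSO treated cells and 100% = cells given Gossypol at 36 µM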
# LRH-1 inv ag – LRH-1 (NR5A2) inverse agonists, primary screen, cell-based, luminescence, HEK293T, StAR-luciferase reporter; Nuclear receptor subfamily 5 group A member 2 (Homo sapiens), O00482; LRH-1 transfected, 24 h; inhibition, % at 3.6 µM; 360,000 tested, 0.13% active; AID 602396, 2012;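 active means inhibition above the mean inhibition of all tested compounds plus 3 SD, cut at about 73% in these data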;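 further: 0% = DMSO wells and 100% = reporter-only cells lacking LRH-1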
# TWEAK Fn14 block – inhibitors of TWEAK-Fn14 signaling, primary screen, luciferase reporter cells, uHTS; 360,000 tested, 2% active; AID 1159606, 2016; inhibition, % at 10 µM; TWEAK-stimulated Fn14 reporter cells, luciferase luminescence, 8 h; in the data active means inhibition above about 50%
# * hit, by the source's call; · = no result given.
# Assay codes: A = EBV LMP1 NFkB; B = KKLEB cytotox; C = NR2F2 inh; D = SRC1 inh; E = TRAIL sens C8; F = CF NFkB block; G = TROY NFkB inh; H = SRC3 inh; I = SRC2 inh; J = LRH-1 inv ag; K = TWEAK Fn14 block
> Cc1cc(C)n(/N=C/c2ccco2)c(=O)c1C#N
  A: 9; B: 12; C: 4; D: 5; E: -14; F: -4; G: 6; H: 6; I: 16; J: 11; K: 1

> COc1cc(-c2cnc3c(NC=O)cc(-c4ccccc4Cl)cn23)cc(OC)c1OC
  A: ·; B: -20; C: -87; D: -32; E: -14; F: 31; G: 44; H: 9; I: 8; J: 43; K: 59*

> c1ccc2c(C[n+]3csc4ccccc43)cccc2c1
  A: -26; B: 31; C: -13; D: -12; E: 4; F: -24; G: 13; H: -33; I: -33; J: 2; K: -11

> O=C(NC1CC1)c1ccc(CS(=O)c2ccccc2)o1 (stereo not drawn)
  A: -2; B: 6; C: 2; D: 0; E: -14; F: -14; G: -12; H: 5; I: -14; J: -12; K: 9

> CCOc1cc(NC(=O)c2cccs2)c(OCC)cc1NC(=O)c1cccnc1
  A: 6; B: 2; C: 7; D: 12; E: -5; F: -15; G: 6; H: -5; I: -17; J: 4; K: 7

> COc1ccc(C(=O)OCC(=O)N(C)C2CCS(=O)(=O)C2)cc1S(=O)(=O)N1CCCc2ccccc21 (stereo not drawn)
  A: -10; B: 0; C: 18; D: 5; E: 3; F: 12; G: 29; H: -2; I: -12; J: -12; K: 23

> COc1cccc(-c2nc(CS(=O)(=O)CC(=O)Nc3cccc(C)c3C)c(C)o2)c1
  A: 2; B: -2; C: -6; D: 2; E: -5; F: 1; G: 7; H: 14; I: -7; J: 9; K: -1

> c1ccc2c(c1)OCC(c1csc3ncnc(N4CCCCC4)c13)O2 (stereo not drawn)
  A: 9; B: -13; C: 0; D: -11; E: -2; F: 46; G: 33; H: 23; I: -35; J: -14; K: 50*

> O=C(NC1CCc2ccccc21)C1CCN(S(=O)(=O)c2ccc(Cl)cc2)CC1 (stereo not drawn)
  A: -6; B: 0; C: 14; D: -6; E: 7; F: -13; G: -1; H: 14; I: -23; J: 2; K: 24

> Cc1c(Cl)cnc(NC(=O)COC(=O)c2nn(C)c(=O)c3ccccc23)c1Cl
  A: 4; B: 11; C: -1; D: 11; E: 1; F: 10; G: 15; H: 2; I: -17; J: 2; K: -10

> COCCNC(=O)CN1C(=O)NC2(CCOc3ccccc32)C1=O (stereo not drawn)
  A: -8; B: -9; C: -15; D: -22; E: 14; F: 6; G: -4; H: 3; I: -25; J: 6; K: 16

> O=C(NCc1ccc(OC(F)(F)F)cc1)c1cccc2c1C(=O)c1ccc(N3CCCC3)cc1S2(=O)=O
  A: 11; B: -10; C: 15; D: 4; E: 0; F: 6; G: 13; H: 6; I: -22; J: -4; K: 0

> CCOC(=O)C1(C)CCCN(C(=O)c2ccc(OC)cc2)C1 (stereo not drawn)
  A: ·; B: 6; C: -26; D: -7; E: 1; F: 9; G: 9; H: -25; I: 0; J: 1; K: -7

> CN(C)S(=O)(=O)c1cccc(COC(=O)CN2C(=O)NC3(CCCC3)C2=O)c1
  A: -1; B: 14; C: 11; D: -11; E: -1; F: -19; G: 14; H: 20; I: -49; J: -7; K: -4

> CC(C)(CSc1ncccn1)NS(=O)(=O)c1ccccc1
  A: 8; B: -1; C: 8; D: 1; E: 6; F: 6; G: 0; H: 16; I: 11; J: -10; K: -1

> CCOC(=O)c1ccccc1NC(=O)COc1ccccc1
  A: -3; B: 9; C: -10; D: 2; E: -22; F: -3; G: -15; H: -17; I: 6; J: 13; K: -9

> O=C(Cn1nnc2c(cnn2-c2ccccc2)c1=O)N1CCN(c2ccccc2F)CC1
  A: 13; B: 7; C: 7; D: -13; E: -4; F: -8; G: -6; H: 4; I: 6; J: -19; K: -4

> CC1CCCCN1CCCNC(=O)C1CCN(c2nc3ccccc3o2)CC1 (stereo not drawn)
  A: 4; B: -5; C: 12; D: -4; E: -10; F: -14; G: 10; H: -4; I: -10; J: -2; K: 3

> CCC1CCCCN1S(=O)(=O)c1ccc(NC(=O)C2CC(=O)N(C(C)(C)C)C2)cc1 (stereo not drawn)
  A: 1; B: 20; C: -22; D: -102; E: 22; F: -21; G: -40; H: -81; I: -28; J: -75; K: -12

> COCCNc1nc(C)cc(-c2cc(C(=O)NC3CCCC3)on2)n1
  A: 0; B: 9; C: 0; D: 9; E: 4; F: -16; G: -2; H: 3; I: -13; J: 1; K: -11

> CN1C(=O)C(CC#N)(C2(CC#N)C(=O)N(C)c3ccccc32)c2ccccc21 (stereo not drawn)
  A: -5; B: -1; C: 7; D: -21; E: -20; F: 6; G: 8; H: -2; I: 6; J: 6; K: -10

> O=C(O)[C@H](CO)Nc1ncnc2sc3c(c12)CCC3
  A: 1; B: 0; C: -8; D: 8; E: -11; F: 23; G: 4; H: -4; I: -4; J: -3; K: 31

> O=C(CSc1nnc(NC(=O)C2CC2)s1)Nc1ccccc1Cl
  A: 2; B: -4; C: 2; D: 4; E: -16; F: -7; G: -16; H: -3; I: 6; J: -11; K: 6

> Cc1ccc(S[C@@H](CCN2CC[C@H](NC(=O)OCc3ccccc3)CCC2=O)c2ccccc2)cc1
  A: -1; B: -3; C: -1; D: 1; E: 10; F: -1; G: 11; H: 9; I: 6; J: 10; K: 16

> COc1ccc(NC(=O)COc2ccc(/C=N/n3c(C)nnc3C)cc2OC)cc1
  A: -6; B: -5; C: -10; D: -41; E: -2; F: -13; G: -30; H: -9; I: -5; J: -17; K: -1

# No new results follow: entries from further up.
# Assay codes: A = EBV LMP1 NFkB; B = KKLEB cytotox; C = NR2F2 inh; D = SRC1 inh; E = TRAIL sens C8; F = CF NFkB block; G = TROY NFkB inh; H = SRC3 inh; I = SRC2 inh; J = LRH-1 inv ag; K = TWEAK Fn14 block
> CC1CCCCN1CCCNC(=O)C1CCN(c2nc3ccccc3o2)CC1 (stereo not drawn)
  A: 4; B: -5; C: 12; D: -4; E: -10; F: -14; G: 10; H: -4; I: -10; J: -2; K: 3

> CCC1CCCCN1S(=O)(=O)c1ccc(NC(=O)C2CC(=O)N(C(C)(C)C)C2)cc1 (stereo not drawn)
  A: 1; B: 20; C: -22; D: -102; E: 22; F: -21; G: -40; H: -81; I: -28; J: -75; K: -12

# An excerpt from above, showing only CF NFkB block and EBV LMP1 NFkB.
Compound	CF NFkB block	EBV LMP1 NFkB
O=C(NCc1ccc(OC(F)(F)F)cc1)c1cccc2c1C(=O)c1ccc(N3CCCC3)cc1S2(=O)=O	6	11
COc1ccc(C(=O)OCC(=O)N(C)C2CCS(=O)(=O)C2)cc1S(=O)(=O)N1CCCc2ccccc21 (stereo not drawn)	12	-10
Cc1cc(C)n(/N=C/c2ccco2)c(=O)c1C#N	-4	9

# Additional entries:
# Assay codes: A = EBV LMP1 NFkB; B = KKLEB cytotox; C = NR2F2 inh; D = SRC1 inh; E = TRAIL sens C8; F = CF NFkB block; G = TROY NFkB inh; H = SRC3 inh; I = SRC2 inh; J = LRH-1 inv ag; K = TWEAK Fn14 block
> COC(=O)CCCn1cc(CN2CC(N3CCCC3)CS2(=O)=O)nn1 (stereo not drawn)
  A: ·; B: ·; C: -2; D: ·; E: -6; F: ·; G: 1; H: ·; I: 6; J: 1; K: 2

> CCOC(=O)c1cn(CC)c2cc(N3CCOCC3)c(F)cc2c1=O
  A: -2; B: 4; C: 15; D: -5; E: -3; F: 5; G: -1; H: 6; I: -2; J: -2; K: 4

> CCCCc1c(O)nc(SCC(=O)O)[nH]c1=O
  A: -6; B: 13; C: 23; D: -7; E: -5; F: -3; G: 2; H: 5; I: -9; J: 1; K: 2

> O=c1c2ccccc2[nH]c(=S)n1CC1CCCO1 (stereo not drawn)
  A: -5; B: -6; C: 9; D: -5; E: 12; F: 7; G: -8; H: 11; I: -21; J: 19; K: 9

> OC(COc1ccc2cc(Br)ccc2c1)CN1CCCC1 (stereo not drawn)
  A: -13; B: -14; C: -21; D: 13; E: 10; F: 15; G: 55*; H: -6; I: -15; J: -8; K: 51*

> Cc1onc(-c2ccccc2)c1C(=O)n1cc(Br)cn1
  A: 7; B: -4; C: 2; D: -4; E: -3; F: 8; G: -1; H: -6; I: 5; J: 3; K: -6

> CCCn1c2c(c(O)c(C(=O)Nc3ncccc3C)c1=O)CCCC2
  A: 11; B: -10; C: 4; D: 14; E: 0; F: 12; G: 17; H: -5; I: 12; J: -13; K: -6

> COc1cc(NS(=O)(=O)c2ccc(NC(=S)NC(=O)/C=C/c3ccc(OC)c(OC)c3)cc2)ncn1
  A: -2; B: 1; C: 4; D: 7; E: 6; F: -15; G: 23; H: -3; I: 9; J: 1; K: -1

> N/C(=N\OS(=O)(=O)c1ccccc1)c1cccnc1
  A: 0; B: -2; C: -23; D: -3; E: -10; F: 18; G: -2; H: 15; I: -7; J: 2; K: -9

> CC(C)C(=O)c1cn(CC(=O)N2CCCc3ccccc32)c2ccccc12
  A: 9; B: -3; C: -3; D: 14; E: 12; F: 10; G: 2; H: -7; I: 10; J: -8; K: -10

> Cn1c(=O)n(C)c2cc(N3CCCC3)c(NC(=O)c3cccc(F)c3)cc21
  A: 2; B: 0; C: -3; D: -8; E: -11; F: 3; G: 7; H: -12; I: 17; J: 10; K: 5

> Cc1cc(OCCN2CCC(Cc3ccccc3)CC2)ccc1[N+](=O)[O-]
  A: 0; B: -8; C: 11; D: -7; E: 0; F: -1; G: -23; H: -6; I: -31; J: 6; K: -14

> CC(C)NC(=O)CCNS(=O)(=O)c1ccc(Br)cc1
  A: -1; B: 5; C: 12; D: 5; E: -10; F: 6; G: 1; H: -7; I: -26; J: 9; K: 8

> CCOc1ccc(-n2c(COc3ccccc3)nnc2SCC(N)=O)cc1
  A: -7; B: 0; C: -6; D: -2; E: -3; F: -20; G: -13; H: 5; I: -24; J: 9; K: -6

> CN(C)S(=O)(=O)c1cccc(NC(=O)COc2nc3ccccc3nc2N2CCOCC2)c1
  A: 35; B: 5; C: 8; D: -20; E: 3; F: 8; G: 9; H: 9; I: 4; J: 1; K: 0

> COc1ccc(CO/N=C/c2c(C)[nH]c(=O)[nH]c2=O)cc1
  A: 2; B: 10; C: -5; D: 2; E: 1; F: 8; G: -9; H: -15; I: -14; J: 10; K: -3

> COc1ccc(S(=O)(=O)n2nc(OCc3cccs3)cc2N)cc1
  A: 9; B: 4; C: -2; D: 1; E: -28; F: -28; G: 17; H: -19; I: 15; J: 26; K: 6

> COc1ccc(CNC(=O)CSc2nnc(C(F)(F)F)n2C)cc1
  A: -6; B: -2; C: 5; D: -20; E: 0; F: 7; G: 7; H: 11; I: -6; J: -31; K: -7

# Screening results: PubChem BioAssay, several laboratories

# Random draw from the library; 4.2% or so of the library scored in one or more.
